Screening results (PubChem)
Pol kappa inh = qHTS for Inhibitors of Polymerase Kappa; purified Pol kappa, fluorescent DNA synthesis assay, 10 min; Potency, µM (top dose mostly 107 µM), for inactives: at the highest dose activity, negative = inhibition, actives largely listed as inhibitors; actives 0.53% (n = 400,000); AID 588579, 2011; note: % is set by controls: 0 for no effect and ±100 for the full control effect
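Kinetic fluorescence readout at 0 and 10 min followed reaction start with substrate at 50 nM final. Beforehand, enzyme (10 nM Pol kappa) stood 15 min with compound at room temperature; buffer-only wells were negative controls.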
POLI inh = qHTS for Inhibitors of Polymerase Iota; DNA polymerase iota (Homo sapiens), Q9UNA4; Pol iota fluorescent replication assay, 10 min; Potency, µM (top dose mostly 115 µM), without a hit: at the top dose activity, negative = inhibition, most hits filed as inhibitors; actives 1% (n = 390,000)
Target sequence (Q9UNA4 whole entry, looked up): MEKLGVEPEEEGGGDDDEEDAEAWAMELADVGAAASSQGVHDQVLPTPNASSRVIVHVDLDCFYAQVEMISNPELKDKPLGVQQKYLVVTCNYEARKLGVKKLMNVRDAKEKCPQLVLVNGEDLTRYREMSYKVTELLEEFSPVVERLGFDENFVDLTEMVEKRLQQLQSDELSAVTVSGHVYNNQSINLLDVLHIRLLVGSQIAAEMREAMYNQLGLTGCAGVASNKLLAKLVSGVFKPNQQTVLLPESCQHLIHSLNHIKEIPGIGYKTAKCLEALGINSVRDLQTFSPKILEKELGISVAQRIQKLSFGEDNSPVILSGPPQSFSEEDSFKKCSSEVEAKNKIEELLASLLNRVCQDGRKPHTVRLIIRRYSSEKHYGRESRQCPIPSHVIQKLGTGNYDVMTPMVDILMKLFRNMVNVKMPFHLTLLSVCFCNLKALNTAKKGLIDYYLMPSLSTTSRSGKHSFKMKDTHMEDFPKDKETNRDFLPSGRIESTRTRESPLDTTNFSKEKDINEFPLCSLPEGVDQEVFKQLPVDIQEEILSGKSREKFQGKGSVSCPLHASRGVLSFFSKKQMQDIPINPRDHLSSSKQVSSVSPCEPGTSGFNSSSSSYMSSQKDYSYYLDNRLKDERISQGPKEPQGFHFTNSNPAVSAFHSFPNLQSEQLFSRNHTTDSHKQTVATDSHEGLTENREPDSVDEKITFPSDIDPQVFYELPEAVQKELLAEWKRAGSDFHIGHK
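Pol iota at 10 nM preincubated 15 min with compounds at room temperature; reaction started with fluorescent substrate, 50 nM final. Fluorescence read kinetically at 0 and 10 min; buffer-only wells as negative control.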
JMJD2A Tudor = qHTS Assay for Inhibitors of JMJD2A-Tudor Domain; AlphaScreen JMJD2A-Tudor / H3K4me3 peptide binding; Potency, µM (top dose mostly 114 µM), without a hit: at the top dose activity change, negative = inhibition, most hits filed as inhibitors; actives 4.4% (n = 390,000); AID 504339, 2011; note: % is set by controls: 0 for no effect and ±100 for the full control effect; nearly all actives have a fitted effect of over 50% in size
POLH inh = qHTS for Inhibitors of Polymerase Eta. actives 1.2% (n = 390,000). Potency, µM (doses to about 114 µM), for the others: top-dose activity change, negative = inhibition, most hits filed as inhibitors. recombinant Pol eta, fluorescent DNA replication assay. DNA polymerase eta (Homo sapiens), Q9Y253. AID 588591, 2011; note: % is set by controls: 0 for no effect and ±100 for the full control effect
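Fluorescent replication assay: 50 nM final substrate added after a 15 min room-temperature compound preincubation with 10 nM enzyme. Signal taken at 0 min and again at 10 min.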
Pol beta inh = qHTS Assay for Inhibitors of DNA Polymerase Beta. Pol beta primer extension/strand displacement, fluorescence kinetic. P06746. actives 1.3% (n = 340,000). Potency, µM (series often up to 114 µM), without a hit: at the highest dose activity change, negative = inhibition, hits mostly inhibitors; note: % is set by controls: 0 for no effect and ±100 for the full control effect
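Enzyme-only controls used 10 nM Pol beta; buffer lacking enzyme served as negative control. Compound preincubated 15 min, then 50 nM substrate added; 0 and 10 min reads at room temperature.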
BLM inh = qHTS Assay for Inhibitors of Bloom's syndrome helicase (BLM) | RecQ-like DNA helicase BLM (Homo sapiens), P54132 | recombinant BLM DNA unwinding, fluorescence dequenching | Potency, µM (titrated, usually from 56.1 µM), for inactives: at the highest dose activity change, negative = inhibition, usual class: inhibitors | actives 0.2% (n = 350,000) | AID 2528, 2010;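 note: plate controls were vehicle for no effect and no enzyme for full effect; nearly all actives have a fitted effect of over 35% in size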
BAZ2B inh = qHTS Assay for Inhibitors of BAZ2B; actives 4.4% (n = 360,000); AID 504333, 2011; AlphaScreen BAZ2B-H3K14Ac peptide displacement; Potency, µM (doses to about 114 µM), for inactives: top-dose activity change, negative = inhibition, most hits filed as inhibitors; Bromodomain adjacent to zinc finger domain protein 2B (Homo sapiens), Q9UIF8; note: % is set by controls: 0 for no effect and ±100 for the full control effect; nearly all actives have a fitted effect of over 60% in size
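BAZ2B 50 nM plus b-H3(5-23)K14Ac 50 nM, PBS pH 7.4/0.01% Tween-20, 30 min RT; compound added (max 110 uM), 30 min RT; streptavidin donor/Ni-chelate acceptor beads 10 ug/mL final, 20 min dark; AlphaScreen read.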
APEX1 inh = qHTS Assay for Inhibitors of the Human Apurinic/apyrimidinic Endonuclease 1 (APE1); DNA repair nuclease/redox regulator APEX1 (Homo sapiens), P27695; recombinant APE1, TAMRA/BHQ-2 abasic DNA cleavage fluorescence; Potency, µM (top dose mostly 65.8 µM), for the others: at the top dose activity change, negative = inhibition, actives largely listed as inhibitors; actives 0.35% (n = 350,000); AID 2517, 2012;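 note: plate controls were vehicle for no effect and reference inhibitor for full effect; nearly all actives have a fitted effect of over 55% in size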
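Kinetic fluorescence read (525 ex/598 em nm, three reads 60 s apart) of AP-site incision; signal = third minus first read. Enzyme 0.75 nM, dual-labelled THF duplex 50 nM, compound preincubation 15 min RT.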
G9a block = qHTS Assay for Inhibitors of Histone Lysine Methyltransferase G9a; Histone-lysine N-methyltransferase EHMT2 (Homo sapiens), Q96KQ7; G9a H3K9 monomethylation, AlphaScreen, 2 h; Potency, µM (highest dose often 102 µM), for inactives: at the highest dose activity, negative = inhibition, hits mostly inhibitors; actives 8.8% (n = 350,000); AID 504332, 2011; note: % is set by controls: 0 for no effect and ±100 for the full control effect; nearly all actives have a fitted effect of over 75% in size
Target sequence (Q96KQ7 913-1193 limits assumed): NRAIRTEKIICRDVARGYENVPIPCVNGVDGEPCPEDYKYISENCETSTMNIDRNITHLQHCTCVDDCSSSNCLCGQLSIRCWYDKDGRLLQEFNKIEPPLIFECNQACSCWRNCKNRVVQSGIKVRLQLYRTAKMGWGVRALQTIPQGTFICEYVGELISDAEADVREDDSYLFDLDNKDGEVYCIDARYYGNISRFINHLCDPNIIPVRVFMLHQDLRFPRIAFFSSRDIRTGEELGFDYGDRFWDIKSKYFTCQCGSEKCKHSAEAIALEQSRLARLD
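AlphaScreen detection with an anti-monomethyl H3K9 antibody quantified product after a 2 h room-temperature reaction containing 500 nM biotinylated H3K9 peptide, 20 µM SAM and 20 nM enzyme, which had been preincubated 15 min with compound.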
* marks the source's active call; other numbers are inactive results; ? = inconclusive; · = no result given; & = joins results of further samples; [ ] = another dose, or the depositor's remark. Calls come from the whole dose curve; as a rule, active = well fitted curve in the direction sought with a large enough effect; inconclusive = small, poorly fitted or top-dose-only effect, or another doubt; inactive = no such curve, though single readings can be large; an effect the other way counts as inactive or inconclusive. Potency is the fitted concentration of half-maximal effect.

Structure | Pol kappa inh | POLI inh | JMJD2A Tudor | POLH inh | Pol beta inh | BLM inh | BAZ2B inh | APEX1 inh | G9a block
CN(Cc1cnccn1)C(=O)CC1C(=O)NCCN1Cc1ccc(F)cc1Cl (stereo not given) | 0% | 27% | -14% | -2% | 41% | -6% | -10% | -25% | ·
CC(=O)Nc1ccccc1C(F)(F)F | -12% | 22% | 15% | -12% | 3% | 1% | 0% | 1% | 0%
CCC(=O)Nc1nnc(S(=O)(=O)N2CCc3ccccc32)s1 | -17%&-5% | ? | -11%&-32% | -23%&-9% | 45%&-11% | 0%&6% | ? | 7% | -11%
COc1ccccc1CC(=O)NCCc1ccc(S(N)(=O)=O)cc1 | -6% | 8% | 15%[57.1 µM] | -9% | -7% | 3% | -3% | 3% | ?
CC(C)c1ccc(CNc2nnnn2C)cc1 | 9% | 9% | -6% | -6% | 24% | -3% | ? | 15% | 14%
COc1ccc(C(=O)Nc2cnccn2)cc1[N+](=O)[O-] | -5% | 3% | -5% | -4% | -11% | 0% | -1% | 11% | 15%
CS(=O)(=O)N1CCN(c2nnc(-c3ccccc3)c3ccccc23)CC1 | -6% | 8% | 0% | -5% | 9% | 0% | -3% | 7% | -12%[59 µM]
Cc1cc(NS(=O)(=O)c2ccc(NC(=O)CSc3nc4sc(C(=O)O)c(C)c4c(=O)[nH]3)cc2)no1 | -35% | 63%[activator] | -29%[57.1 µM] | -14% | 20% | 4% | 1% | -6% | ?
CCOC(=O)C1=CN(CC)S(=O)(=O)NC1CC (stereo not given) | -9% | -8% | -5% | -5% | · | · | · | -8% | ·
COc1ccc(NC(=O)c2ccc(S(=O)(=O)NCc3cccnc3)cc2)cc1 | -17% | 76%[activator] | ? | -2% | 30% | -5% | -6% | -5% | 16%
Cc1c(Cl)cccc1NC(=O)Cn1nc(C)n2cccc2c1=O | 7% | -14% | -3% | -14% | 9% | -2% | -3% | -7% | 8%[59 µM]
COCCNC(=S)Nc1ccccn1 | -3% | 53%[activator] | -8% | -14% | 52%[activator] | -2% | -4% | 4% | ·
Cc1ccc(C)c(N2CCN(CCCNC(=O)c3cnn(-c4ccccc4)c3C3CCN(C(=O)OC(C)(C)C)CC3)CC2)c1 | -16% | ? | ? | -23% | -19% | -17% | ? | · | ?
CCOc1cc(/C=C2\SC(=N)N(c3nccs3)C2=O)ccc1OCCN1CCOCC1 | -20% | -17% | -29% | ? | 2% | 3% | -32% | 0% | -21%
CN1CCN(C(=S)NC(=O)c2ccco2)CC1 | -5% | 126%[activator] | 16µM* | -9% | 6% | -5% | ? | 2% | 50µM*
CCOC(=O)COc1coc(CN2CCN(c3ccc(F)cc3)CC2)cc1=O | -1% | 48%[activator] | -6% | -17% | 0% | -1% | -12% | 29% | 6%
O=C(CC1Sc2ccccc2NC1=O)NCc1ccc(Cl)cc1 (stereo not given) | -7% | 116%[activator] | -6% | -24% | 9% | -6% | -4% | 3% | -8%[12.7 µM]
CCc1ccc2nc(N3CCN(C(=O)C(C)(C)C)CC3)sc2c1 | -5% | 8% | -11% | -1% | 8% | -1% | -12% | 11% | 4%
Cc1cc(NC(=O)CSc2ccccc2)no1 | 1% | -1% | -22% | -12% | 2% | -5% | 12% | -1% | 5%[12.7 µM]
O=C(Nc1ccccc1)Nc1ccc2ocnc2c1 | -16% | 122%[activator] | ? | 0% | 6% | 0% | -15% | 2% | 2%
COc1ccc(N2CS(=O)CC2=O)cc1 (stereo not given) | -22% | 21% | -13% | -12% | -20% | -10% | -2% | 4% | -3%[59 µM]
COc1ccc(C2(c3ccc(OC)cc3)NC(=O)N(CC(=O)NCC(C)c3ccccc3)C2=O)cc1 (stereo not given) | -11% | 16% | -26% | -29% | · | · | -3% | -9% | 12%[59 µM]
Cc1ccc(C)c(NC(=S)N(CCc2nc3cc(C)c(C)cc3[nH]2)Cc2cccnc2)c1 | -9% | -3% | -14% | 10% | 81% | 3% | 0% | 0% | 79%[activator][59 µM]
CC1CN(C(=O)C2CC(=O)N(c3ccc(Cl)cc3)C2)CC(C)O1 (stereo not given) | 1% | -10% | -1% | -1% | 43% | -4% | -8% | -4% | 20%
C/C(=N\Nc1nc2ccc(Cl)cc2o1)c1ccccc1 | -3% | 6% | -8% | -14% | 1% | -11% | -17% | -8% | 37%[59 µM]
O=C(OCc1cc(=O)c(OC(=O)c2ccccc2)co1)c1ccccc1 | -22% | 81%[activator] | -9% | -16% | · | · | · | · | ·
O=C(CN(Cc1ccco1)C(=O)c1ccc(F)cc1F)Nc1ccccc1C(F)(F)F | -6% | -8% | -17% | 0% | · | · | -1% | -4% | ?
CCOC(=O)c1sc2ccccc2c1S(=O)(=O)NCc1ccccc1OC | 0% | -8% | -9% | -21% | 7% | -8% | 4% | · | 3%[59 µM]
COc1ccc(NC(=O)CN(C)C(=O)C2CC(=O)N(Cc3ccc(C)cc3)C2)cc1 (stereo not given) | -3% | · | -14% | 0% | · | · | -7% | 9% | 0%[0.501 µM]
COc1ccc(N(CC(=O)Nc2ccccc2Cl)S(=O)(=O)c2ccc(C)cc2)cc1OC | -14% | -16% | -27% | -7% | 8% | -15% | -21% | -5% | 18%[59 µM]
Cc1cc2cc(CNC(=O)c3cccs3)ccc2n1C | -14% | 48% | ? | -3% | 3% | -16% | 50µM* | 12% | 50µM*
Cn1nnc2c(NCc3ccccc3)ncnc21 | 3%[60.1 µM] | -18% | 9% | 10% | -4% | 1% | 3% | · | -8%[59 µM]
Cc1cc2cc(C)c3nnc(SCC(=O)NCc4ccco4)n3c2cc1C | -17% | -1% | ? | -1% | ? | -6% | -25% | -6% | -13%[59 µM]
CC(=O)Nc1cccc(NC(=O)c2c(-c3ccccc3Cl)noc2C)c1 | -7% | 15% | -24% | -8% | -5% | -1% | -2% | -5% | -2%[12.7 µM]
c1ccc2c(c1)nc(CN1CCOCC1)n1c3ccccc3nc21 | 4% | 2% | -5% | -15% | -16% | -4% | 6% | 1% | 8%[59 µM]
COc1ccccc1N(CC(O)CN1CCOCC1)S(=O)(=O)c1ccccc1 (stereo not given) | -12% | 110%[activator] | -15% | -19% | 12% | 1% | -9% | 30% | 50µM*
Cc1ccc(C(=O)N2CC(=O)Nc3ccc(F)cc3C2c2ccccc2)cc1 (stereo not given) | -14% | 100%[activator] | -16% | 0% | 29% | -6% | -12% | 13% | ?
O=C(CSc1nc(-c2ccc(F)cc2)cc(C(F)(F)F)n1)NCCc1ccccc1 | -11% | -14% | -1% | 2% | 2% | 0% | ? | · | -21%[59 µM]
O=c1[nH]c(SCc2ccc(Cl)cc2)nc2ccsc12 | 4% | 13% | -9% | -8% | 1% | 1% | -2% | -12% | -13%
COc1cc(NC(=O)c2nccnc2N)cc(C(=O)Nc2cccc(C(F)(F)F)c2)c1 | -3% | 2% | -15% | -18%&-9% | 1% | -7% | -14% | -7% | 3%[59 µM]
CCC(=O)Oc1cccc(C(=O)Nc2cccc(NC(=O)c3ccco3)c2)c1 | 1% | 42%[activator] | -17% | -19% | -1% | -7% | 1% | 78%[activator] | -30%
CCCCCCSc1ccc([C@H]2N[C@@](Cc3ccccc3)(C(=O)OC)[C@H]3C(=O)N(C)C(=O)[C@@H]23)cc1OC | -5% | 30% | -13% | -23% | · | · | -5% | -11% | 5%[12.7 µM]
COCCNC(=O)CSc1nc2cc(OC)c(OC)cc2c(=O)n1Cc1ccc(OC)cc1 | -8% | 9% | -17% | -12% | 30% | -1% | -39% | 0% | 12%[12.7 µM]
CCC(=O)N1CCc2cc(Br)cc(S(=O)(=O)N3CCCC(C(=O)N(C)c4ccc(Br)cc4)C3)c21 (stereo not given) | -23% | 17% | -28% | -15% | 0% | -10% | 10% | · | 7%[59 µM]
O=C1CCN(Cc2ccccc2)C=C1C(=O)c1ccccc1 | 12% | -3% | -12% | 1% | · | · | · | · | ·
CCOc1ccc2nc(NCCNC(=O)c3cc(OC)c(OC)c(OC)c3)c(C#N)cc2c1 | -4% | 24% | 2% | -24% | 6% | -10% | 1% | -17% | -10%
Cc1ccc(OCC(=O)N2CCCCC2C)c([N+](=O)[O-])n1 (stereo not given) | 2% | 20% | 9% | -17% | · | · | · | 21% | ·
O=C(Cc1nc2ccccc2s1)c1ccc(O)cc1O | · | · | · | · | -4% | -8% | -3% | -7% | ?
O=C(CN1C(=O)CCS(=O)(=O)c2ccccc21)Nc1ccccc1F | -4% | 69%[activator] | -10% | -18% | 18% | 1% | 3% | 5% | 0%
CCCCCc1cc(=O)oc2c(C(CCN3CCN(c4ccccc4)CC3)c3ccc4c(c3)OCO4)c(OC)cc(OC)c12 (stereo not given) | 3% | 0% | ? | 0% | -14% | -6% | -38% | 0% | ?
Brc1ccc(CN2CCN(c3ccccc3)CC2)o1 | -5% | 119%[activator] | 3.2µM* | -17% | -1% | -6% | 56µM* | 45% | ?
O=C1c2[nH]c(=O)[nH]c(=O)c2CN1Cc1ccccc1 | -5% | 42%[activator] | -12% | -2% | · | · | · | · | ·
Nc1c(C(=O)CSc2nnc(COc3ccc(Cl)cc3)o2)c(=O)[nH]c(=O)n1C1CC1 | -6% | 3% | -7% | 3% | · | · | -1% | 0% | -10%[12.7 µM]

Random excerpt: 3 entries already listed.
Structure | Pol kappa inh | POLI inh | JMJD2A Tudor | POLH inh | Pol beta inh | BLM inh | BAZ2B inh | APEX1 inh | G9a block
COc1ccccc1N(CC(O)CN1CCOCC1)S(=O)(=O)c1ccccc1 (stereo not given) | -12% | 110%[activator] | -15% | -19% | 12% | 1% | -9% | 30% | 50µM*
CCC(=O)Oc1cccc(C(=O)Nc2cccc(NC(=O)c3ccco3)c2)c1 | 1% | 42%[activator] | -17% | -19% | -1% | -7% | 1% | 78%[activator] | -30%
O=C1CCN(Cc2ccccc2)C=C1C(=O)c1ccccc1 | 12% | -3% | -12% | 1% | · | · | · | · | ·

Some of the compounds tested; rates above refer to the full screens.
